# KOR beta-arrestin-1 = KOR antagonists, beta-arrestin recruitment, cell-based, luminescence, uHTS (AID 1778). KOR beta-arrestin recruitment, luminescence, antagonist mode; higher % means a stronger effect. one-dose inhibition, % at 10 µM; IC50 in µM for titrated hits. hit rate 0.091% among 290,000; in the data active = inhibition above about 50%; also: strong numbers were not always called active
# HIV peptide binding = inhibitors of HIV fusion peptide binding, primary screen, biochemical, uHTS, fluorescence dequenching (AID 1986) | cell-free peptide binding, fluorescence dequenching, 30 min; higher % means a stronger effect | one-dose inhibition, % at 20 µM; IC50 in µM for titrated hits | hit rate 0.3% among 290,000; in the data active = inhibition mostly above about 52%, no sharp cut-off; inactive = mostly below about 76%; also: some results filed as inactive read as strong as hits
# GPR55 antagonists = inhibition of LPI-stimulated GPR55 beta-arrestin translocation – imaging, U2OS, beta-arrestin-GFP, LPI agonist, primary screen (AID 2013) | U2OS GPR55 beta-arrestin-GFP translocation imaging, LPI antagonism; higher % means a stronger effect | inhibition, % at 10 µM, or IC50 in µM where a hit was titrated | hit rate 0.13% among 290,000;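 active = spots per cell inhibited over 60%, with over 100 cells counted and total cytoplasm intensity under 500,000; inconclusive = wells with under 100 cells, flagged as likely toxic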;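 also: U2OS cells stably carrying GPR55 and arrestin-GFP stimulated by 5 µM LPI near EC80; imaged beta-arrestin-GFP aggregate spots per cell after agonist stimulation; plate controls were LPI-stimulated DMSO wells for no effect and DMSO wells without LPI for full effect; some results filed as inactive read as strong as hits; confirmed hits need IC50 under 10 µM and bright autofluorescent wells are also inconclusive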
# KOR beta-arrestin-2 = KOR agonists, beta-arrestin recruitment, primary screen, cell-based, luminescence, uHTS (AID 1777); activation, % at 10 µM; hits with a dose series show EC50 in µM; KOR beta-arrestin recruitment, luminescence; higher % means a stronger effect; hit rate 0.02% among 280,000; in the data active = activation above about 50%, passing the limit was not always enough; also: a part of the inactive calls stands beside numbers as strong as those of hits
# GPR55 activation = GPR55 agonists via beta-arrestin recruitment, primary screen, imaging, U2OS cells, beta-arrestin-GFP redistribution (AID 1961). hit rate 0.048% among 290,000. activation, % at 10 µM, or EC50 in µM where a hit was titrated. U2OS GPR55 beta-arrestin-GFP redistribution imaging; higher % means a stronger effect;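 active = activation above 40% with more than 50 cells counted in the well; inconclusive = wells holding fewer than 50 cells, flagged as toxic or sparse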;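 also: U2OS osteosarcoma cells stably expressing GPR55 and beta-arrestin-GFP; plate controls were DMSO negative control for no effect and LPI positive control for full effect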
# NOD1 NF-kB reporter = NOD1 signaling inhibitors, primary screen, cell-based, luminescence, uHTS (AID 1578); NOD1-driven NF-kB luciferase reporter cells, luminescence; higher % means a stronger effect; one-dose inhibition, % at 4 µM; EC50 in µM for titrated hits; hit rate 1% among 290,000; in the data active = inhibition mostly above about 36%, no sharp cut-off; inactive = mostly below about 34%;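 also: HEK-293T reporter cells stimulated with the NOD1 agonist gamma-tri-DAP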
# AID2073 = disruptors of CaV2.2 binding to Mint1 – biochemical, HTRF (AID 2073) | hit rate 0.19% among 290,000 | HTRF protein-protein interaction, Mint1-CaV2.2; higher % means a stronger effect | one-dose inhibition, % at 20 µM; IC50 in µM for titrated hits; in the data active = inhibition mostly above about 51%, no sharp cut-off; inconclusive = no clear call, values can overlap the other calls; inactive = mostly below about 53%; also: some results filed as inactive read as strong as hits
# GPR35 arrestin U2OS = GPR35 antagonists blocking zaprinast-driven arrestin recruitment, primary screen, imaging, U2OS, beta-arrestin-GFP, zaprinast agonist (AID 2058); U2OS GPR35 beta-arrestin-GFP translocation imaging, zaprinast antagonism; higher % means a stronger effect; inhibition, % at 10 µM, or IC50 in µM where a hit was titrated; hit rate 0.052% among 290,000;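 active = inhibition of at least 50% with at least 30 cells and total cytoplasm GFP at most 10,000,000; inconclusive = under 30 cells or total GFP of 10,000,000 plus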
# SIAH1 antagonists = Siah-1 peptide-binding antagonists, primary screen, biochemical, fluorescence polarization, rhodamine-plectin, uHTS (AID 1817). Siah-1 / rhodamine-plectin peptide fluorescence polarization; higher % means a stronger effect. one-dose displacement, % at 20 µM; IC50 in µM for titrated hits. hit rate 0.02% among 290,000;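 active = displacement of at least 50% at 20 µM, with a fluorescence ratio check between 0.3 and a set limit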;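 also: plate controls were Siah plus tracer with DMSO for no effect and tracer alone without Siah for full effect; strong numbers were not always called active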
# The depositor's hits bear a star; ? = inconclusive; . = not tested or not shown; [ ] = remark or other dose.
SMILES,KOR beta-arrestin-1,HIV peptide binding,GPR55 antagonists,KOR beta-arrestin-2,GPR55 activation,NOD1 NF-kB reporter,AID2073,GPR35 arrestin U2OS,SIAH1 antagonists
O=S(=O)(NCC1CC1)c1cccc(S(=O)(=O)N2CCCC2)c1,-34%,2.0%,1%,-3.0%,-0.1%,-18%,0%,0%,3%
COC(=O)C1=C(C(=O)OC)[C@@H]2Nc3ccccc3[C@@]23C[C@@H](C(=O)OC)N(C(=O)c2ccc(Br)cc2)C3=N1,18%,-0.5%,9%,0.2%,-0.2%,-8%,4%,-6%,5%
CNc1c(N=Cc2cccnc2)c(=O)n(C)c(=O)n1C,1%,1.6%,5%,2.1%,-0.5%,-42%,-1%,-4%,-4%
Cc1ccc2c(c1)C(O)(CC(=O)/C=C/C=C/c1ccccc1)C(=O)N2 (configuration not stated),.,-0.6%,13%,0.6%,0.3%,3%,0%,-17%,6%
O=C(c1ccc(COc2ccccc2Cl)o1)N1CCCC1,-3%,-1.4%,-1%,6.1%,-0.1%,-30%,16%,-5%,-3%
COc1ccc(N2CCN(C(=S)Nc3ccc(F)cc3)CC2)cc1,-16%[20 µM],-1.0%,-3%,-6.0%,0.0%,-21%,-9%,-1%,1%
COc1ccccc1N1CCN(C(=O)c2ccc3c(c2)CCN3S(=O)(=O)c2ccccc2)CC1,13%,-0.3%,-2%,5.7%,-0.1%,-5%,-1%,-1%,4%
C=CCOc1ccccc1/C=N/NC(=O)Cc1ccc(C)cc1,-29%[20 µM],-1.0%,23%,2.2%,-0.4%,-5%,8%,14%,1%
Cn1c(=O)c2c(ncn2CC(=O)Nc2nnc(Cc3ccccc3)s2)n(C)c1=O,.,-0.6%,4%,.,-0.4%,-14%,-5%,1%,-3%
Cc1ccc2c(c1)C(c1ccncc1)=NNC(c1ccc(C(C)C)cc1)=N2,-1%,-1.1%,8%,2.0%,-0.1%,-57%,-6%,9%,-4%
Cc1cc(C)cc(NC(=O)N(CCC#N)Cc2cccs2)c1,19%,0.8%,9%,-0.6%,-0.2%,-5%,8%,14%,1%
CCOC(=O)c1c2c([nH]c(=S)c1C#N)CCCC2,4%,-1.8%,-4%,5.3%,-0.1%,-1%,-16%,4%,-7%
CCOc1cc(C)c(Cl)cc1S(=O)(=O)N1CCCC1,4%,1.1%,18%,-3.9%,-0.1%,-18%,1%,4%,2%
CC1CC(C)(C)CC2(C1)NC(=O)N(CC(=O)NC1CCCc3ccccc31)C2=O (configuration not stated),-7%,-0.4%,-10%,1.8%,1.1%,-11%,-6%,-12%,17%
Cn1cc2ccc(N)cc2n1,-26%,0.8%,-4%,1.5%,-0.1%,-43%,?,-1%,-1%
Cc1cc(NC(=O)c2cc(-c3ccc(O)cc3)on2)no1,7%,-0.8%,4%,5.7%,0.3%,-2%,6%,-2%,0%
O=S(=O)(c1ccccc1)C(/C=N\O)/C=C/c1ccccc1 (configuration not stated),14%,0.5%,4%,-4.9%,0.0%,-26%,-16%,-4%,6%
Cc1cccc(N2C(=O)C(CC(=O)Nc3cccc(F)c3)N(CCc3ccncc3)C2=O)c1 (configuration not stated),8%,3.0%,15%,-3.7%,-0.6%,-36%,-3%,-6%,6%
CC1CCCN(C(=O)C2CCCN(S(=O)(=O)c3cccc4nsnc34)C2)C1 (configuration not stated),-8%,-2.4%,2%,3.2%,0.0%,-1%,-8%,-8%,2%
COCCn1c(C)cc(O)c(C(=O)Nc2cccc(Cl)c2)c1=O,-36%,7.8%,-1%,-2.0%,-0.2%,-32%,12%,13%,3%
NC(=O)CN1C(=O)C(=O)N(Cc2ccc(F)cc2)C1=O,22%,-3.0%,1%,-4.3%,0.2%,-4%,17%,-4%,2%
Cc1ccc(SCCC(=O)OC(C(=O)NC(N)=O)C(C)C)cc1 (configuration not stated),6%,-1.3%,10%,-3.4%,-0.1%,-11%,1%,18%,-7%
O=C(NCc1ccc(Cl)cc1)Nc1ccc(F)cc1,26%,-0.7%,-1%,-5.7%,-0.1%,8%,6%,8%,-8%
O=C(Nc1ccc2nn(-c3ccccc3)nc2c1)c1ccc2c(c1)OCCO2,-21%,0.7%,7%,-0.9%,0.7%,.,14%,-22%,-1%
CCn1c(Cc2ccc(OC)cc2)nnc1SCC(=O)Nc1cccc(C(=O)OC)c1,-23%,0.5%,-4%,12%,-0.1%,22%,0%,-6%,-2%
O=C(c1cnn2c(C(F)F)cc(C3CC3)nc12)N1CCCC1,-48%,-0.5%,10%,6.3%,-0.1%,-10%,22%,-5%,1%
COc1cc(OC)c(OC)cc1CN1CCN(Cc2ccc(C(F)(F)F)cc2)CC1,-23%[20 µM],1.4%,6%,0.3%,-0.3%,17%,-6%,3%,6%
COc1ccc(NC(=O)CSc2nnc3n2CCCCC3)cc1,-1%,0.0%,6%,-2.1%,-0.3%,-31%,32%,0%,9%
COc1ccc(N2CCN(CC(=O)Nc3sccc3C#N)CC2)cc1,-4%,17%,3%,-5.4%,-0.3%,-9%,21%,-5%,-10%
CCOc1ccccc1NC(=O)CN1CCc2ccccc2C1,8%,-1.8%,11%,0.0%,0.4%,11%,-5%,12%,-2%
Cc1cnn(Cc2ccccc2)c1N,12%,-3.2%,-2%,-1.3%,-0.1%,-12%,-4%,8%,-1%
CC(NC(=O)CCC(=O)N1CCN(S(=O)(=O)c2ccc(Cl)cc2)CC1)c1ccccc1 (configuration not stated),.,-0.6%,14%,0.6%,0.2%,-22%,8%,-5%,-1%
c1ccc(CN2CCC3(CC2)Nc2ccccc2S3)cc1,.,-1.0%,11%,.,-0.2%,-7%,-24%,1%,7%
CC1(C)CC(=O)C(N=Nc2cc(Cl)c(Cl)c(Cl)c2)=C(O)C1,-59%,0.2%,2%,0.1%,-0.1%,-26%,2%,16%,0%
Cc1cc(C(=O)COC(=O)c2cccn2C)c(C)n1Cc1ccco1,-29%,-0.2%,-6%,1.5%,0.1%,-4%,18%,3%,2%
C=C1C(=O)C=C2CN(C(=O)c3ccccc3)[C@@](Cc3ccc(F)cc3)(C(=O)OC)[C@@H]12,-50%,8.3%,11%,2.3%,0.5%,98%*,-1%,-18%,-3%
CN(C)c1ccc(NC(=O)CN2C(=O)c3ccccc3C2=O)cc1,11%[20 µM],-2.0%,1%,-3.0%,-0.1%,-31%,-4%,-2%,1%
O=C(NC1CCCC1)c1ccc2c(c1)N(Cc1ccccc1)CCS2,-16%,-1.9%,4%,2.1%,-0.1%,8%,31%,12%,-2%
S=C(NCc1ccc2c(c1)OCO2)NC1CCN(Cc2ccccc2)CC1,-35%,-1.3%,2%,6.5%,-0.1%,-1%,-9%,1%,2%
CC(=O)Nc1ccc2c(c1)nc(CCNC(=O)c1ccco1)n2C,10%,1.6%,2%,-3.2%,-0.2%,0%,14%,2%,1%
CCOC(=O)C1CCCN(C(=S)Nc2ccc(OC)cc2)C1 (configuration not stated),20%,0.1%,15%,-2.3%,0.2%,-43%,1%,-25%,3%
Cc1cc(N2CCN(C)CC2)nc2ccc(NC(=S)NC3CC3)cc12,-7%,-0.5%,15%,3.5%,0.1%,-28%,1%,1%,-8%
O=C(O)c1ccc(N2CCN(Cc3ccc4c(c3)OCO4)CC2)c([N+](=O)[O-])c1,7%,1.3%,6%,2.8%,0.0%,-4%,6%,-6%,8%
COc1ccc([C@@H]2C[C@H](c3ccccc3)Oc3cc(C)cc(C)c32)cc1,38%,-1.6%,-1%,-6.6%,-0.1%,3%,-11%,-10%,12%
CN(C)c1ccc(NC(=S)N(CCc2ccccc2)C2CC(=O)N(c3c(Cl)cccc3Cl)C2=O)cc1 (configuration not stated),-3%,1.2%,-9%,1.6%,0.0%,-54%,8%,-3%,-4%
COc1ccc2c(CC(=O)Nc3ccc(OC)nc3)coc2c1,-6%,0.8%,6%,-2.6%,0.2%,-36%,-2%,-9%,16%
CC(C)CSC1=NSC2=NC(=O)/C(=C\c3coc4ccccc4c3=O)C(=N)N12,-2%,148%,?,-2.3%,-1.0%,-18%,?,.,-1%
COC/C=C/C1=CC2=CC(=O)C(C)(OC(=O)c3cnc4ccccc4n3)C(=O)C2=CN1C(CO)CO (configuration not stated),29%,1.9%,7%,1.2%,-0.1%,-6%,4%,3%,3%
COc1ccc(C(=O)Nc2nnc(-c3ccc(F)cc3)s2)c(OC)c1,11%,1.0%,12%,3.5%,-0.1%,-8%,11%,-1%,3%
O=C(NNC(=O)c1cccc(S(=O)(=O)N2CCc3ccccc32)c1)c1ccccc1,-3%,-0.8%,6%,-1.7%,0.0%,41%,2%,-13%,-1%
CCOC(=O)C1=C(O)/C(=C/c2ccc(OCC(=O)O)c(OCC)c2)SC1=Nc1ccc(OC)cc1,-6%,36%,9%,3.6%,0.9%,-25%,8%,-7%,12%
CCCN1C(=O)c2cc(C(=O)Nc3ccccc3OC)ccc2C1Nc1ccccc1OC (configuration not stated),5%,0.0%,-8%,0.4%,-0.1%,13%,13%,-1%,2%
CC1CN(c2nc3ccccn3c(=O)c2/C=C(\C#N)C(=O)N2CCOCC2)CC(C)O1 (configuration not stated),-5%,-0.4%,-1%,-1.6%,-0.1%,-2%,12%,-2%,0%
COc1cc(NC(=O)C2=CC(c3cccs3)=NS(=O)(=O)N2C)cc(OC)c1OC,4%[20 µM],-1.7%,-2%,-6.8%,-0.3%,21%,9%,5%,-7%
CCN(CC)CCNC(=O)C(=O)NCC1OCCN1C(=O)c1ccc2c(c1)OCO2 (configuration not stated),-2%,1.5%,7%,6.4%,-0.3%,-19%,-1%,-8%,-6%
COc1ccc2sc(N3C(=O)CC(Cc4cccc(C)c4)C3=O)nc2c1 (configuration not stated),-7%,0.4%,-7%,-1.5%,0.2%,10%,-1%,-5%,3%
O=C(CC12CC3CC(CC(C3)C1)C2)N/N=C\c1ccc[nH]1,-19%,8.2%,2%,4.8%,0.1%,-35%,17%,5%,3%

# 3 compounds from above, sorted by molar mass, largest number first.
SMILES,KOR beta-arrestin-1,HIV peptide binding,GPR55 antagonists,KOR beta-arrestin-2,GPR55 activation,NOD1 NF-kB reporter,AID2073,GPR35 arrestin U2OS,SIAH1 antagonists
CN(C)c1ccc(NC(=S)N(CCc2ccccc2)C2CC(=O)N(c3c(Cl)cccc3Cl)C2=O)cc1 (configuration not stated),-3%,1.2%,-9%,1.6%,0.0%,-54%,8%,-3%,-4%
O=C(O)c1ccc(N2CCN(Cc3ccc4c(c3)OCO4)CC2)c([N+](=O)[O-])c1,7%,1.3%,6%,2.8%,0.0%,-4%,6%,-6%,8%
Cn1cc2ccc(N)cc2n1,-26%,0.8%,-4%,1.5%,-0.1%,-43%,?,-1%,-1%

# Assay outcomes: PubChem BioAssay, Sanford-Burnham Center for Chemical Genomics

# Not all compounds are listed; the hit share may differ from the screen's.
